Compound activity: PubChem BioAssay, several laboratories
CSN inh: blocks human CSN-mediated cullin deneddylation. Q92905. inhibition, % at 12.5 µM. Purified CSN, SCF-Nedd8-OG deneddylation, fluorescence polarization. actives 0.38% (n = 360,000);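 active = pattern-corrected inhibition above about 35%, with an unprinted fluorescence ratio check between 0.5 and 1.5, limit read from the data, passing the limit was not always enough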;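 also: 0% = enzyme with substrate and 100% = substrate without enzyme; some results filed as inactive read as strong as hits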
Target sequence (Q92905 whole entry, looked up, one chain of several): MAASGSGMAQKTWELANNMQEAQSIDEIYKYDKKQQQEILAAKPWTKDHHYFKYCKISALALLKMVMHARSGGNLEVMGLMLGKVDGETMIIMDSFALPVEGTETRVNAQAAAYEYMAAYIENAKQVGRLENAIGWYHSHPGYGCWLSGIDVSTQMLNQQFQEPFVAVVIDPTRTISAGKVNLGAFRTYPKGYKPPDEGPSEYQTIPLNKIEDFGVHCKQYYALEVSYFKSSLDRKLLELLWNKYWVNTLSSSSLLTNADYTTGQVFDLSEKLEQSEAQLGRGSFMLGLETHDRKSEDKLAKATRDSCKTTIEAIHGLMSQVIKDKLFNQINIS
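Schedule: reaction 90 min, room temperature / Assay system: HEK293T-derived human Csn5 enzyme / Input: Csn5 at 0.24 nM final / Measure: inhibition of Csn5 cleavage, % / Control set: substrate-only high control, full reaction low control / Technique: fluorescence polarization of the substrate / Buffer or medium: Tris/NaCl/DTT buffer, pH 7.5 / Reagent: SCFSkp2-Nedd8OG substrate at 10 nM final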
LMPTP inh: blocks human LMPTP phosphatase; P24666; recombinant LMPTP-A, OMFP fluorogenic substrate, fluorescence intensity; inhibition, % at 20 µM; actives 0.22% (n = 360,000); AID 651560;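 active = compounds that cut the enzyme signal by at least half of the control window in the single-dose screen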;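 also: plate controls were DMSO wells with enzyme plus substrate for no effect and substrate without enzyme for full effect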
Target sequence (P24666 whole entry, looked up): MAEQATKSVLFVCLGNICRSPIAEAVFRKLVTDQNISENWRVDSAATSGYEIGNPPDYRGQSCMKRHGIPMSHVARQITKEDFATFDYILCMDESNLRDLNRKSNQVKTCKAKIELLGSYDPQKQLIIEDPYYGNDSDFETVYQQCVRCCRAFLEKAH
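material = LMPTP-A | quantity = 0.625 nM enzyme | reagent = OMFP substrate, 400 µM final | buffer or medium = Bis-Tris pH 6.0, DTT, detergent | detection = endpoint fluorescence intensity from OMFP dephosphorylation | dosing = single 20 µM dose | read-out basis = % inhibition relative to no-enzyme and uninhibited control wells | control set = no-enzyme and uninhibited controls | timing = 50 min at room temperature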
DNMT1 inh: DNMT1 (human) enzyme inhibition. DNMT1 molecular beacon, Hinp1I cleavage, fluorescence. inhibition (reported as % activation of signal), % at 10 µM. actives 0.83% (n = 360,000); in the data active = inhibition above about 50%
Neddylation inh: inhibitors of human cullin neddylation | TR-FRET cullin neddylation, biochemical | actives 0.58% (n = 360,000) | calls only at 25 µM | AID 651699; in the data active = inhibition above about 36%
Rpn11 block: Rpn11 (human) deubiquitinase inhibition | actives 0.59% (n = 360,000) | human 26S proteasome, Ub4-pepOG fluorescence polarization; 20S core pre-blocked with epoxomicin | AID 588493 | calls only at 20 µM;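 active = inhibition at 20 µM, scaled to each plate's controls, above about 33%, limit read from the data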
Target sequence (O00487 whole entry, looked up): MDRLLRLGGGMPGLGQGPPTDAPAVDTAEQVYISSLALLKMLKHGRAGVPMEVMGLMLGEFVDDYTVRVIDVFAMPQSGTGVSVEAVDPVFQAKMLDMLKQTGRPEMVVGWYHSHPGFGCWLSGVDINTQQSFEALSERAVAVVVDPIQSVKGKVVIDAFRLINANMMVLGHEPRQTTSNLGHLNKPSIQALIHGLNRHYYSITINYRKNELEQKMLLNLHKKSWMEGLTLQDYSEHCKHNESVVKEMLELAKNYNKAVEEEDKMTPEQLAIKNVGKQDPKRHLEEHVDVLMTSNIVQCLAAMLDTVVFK
NadD block: NadD (S. aureus) enzyme inhibition | purified NadD enzyme, colorimetric absorbance read-out | inhibition, % at 20 µM | actives 0.78% (n = 360,000); in the data active = inhibition above about 26%; also: some compounds past the cut are filed as inactive
Rin1-Abl PPI inh: human Rin1-Abl interaction inhibition; inhibition, % at 7.35 µM; AID 588664; TR-FRET Rin1/Abl binding, biochemical; actives 0.4% (n = 360,000); P00519+Q13671; in the data active = inhibition above about 5%, passing the limit was not always enough
Scp1 inh: Scp-1 (human) phosphatase inhibition; Recombinant Scp1, phosphopeptide, malachite green phosphate absorbance; inhibition, % at 20 µM; actives 0.88% (n = 340,000); AID 493091;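 active = inhibition above about 50% at 20 µM, limit read from the data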;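 also: plate controls were DMSO wells with enzyme for no effect and wells lacking enzyme for full effect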
Target sequence (Q9GZU7 76-261 limits assumed): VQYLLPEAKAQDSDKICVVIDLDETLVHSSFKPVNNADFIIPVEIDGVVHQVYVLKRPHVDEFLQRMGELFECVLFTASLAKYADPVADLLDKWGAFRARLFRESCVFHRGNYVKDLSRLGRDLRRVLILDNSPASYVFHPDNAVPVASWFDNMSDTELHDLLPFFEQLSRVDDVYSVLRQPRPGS
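Material: truncated SCP-1 phosphatase (76-261aa) / Buffer or medium: 50 mM Tris acetate pH 5.5, 0.005% Tween-20, 10 mM MgCl2 / Compound dosing: one concentration, 20 µM, with 1.0% DMSO / Incubation: 45 min room-temperature reaction, 5 min colour, 30 min stabiliser / Detection: colorimetric free-phosphate detection, absorbance 630 nm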
STEP inh: STEP (human) phosphatase inhibition | P54829 | recombinant STEP, OMFP fluorogenic substrate, fluorescence | inhibition, % at 20 µM | actives 0.25% (n = 360,000);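 active = inhibition at 20 µM, scaled per plate between control wells, above about 37%, limit read from the data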;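 also: 0% = DMSO with enzyme and substrate and 100% = substrate only without enzyme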
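System: isolated STEP enzyme; schedule: 20 min enzyme reaction at room temperature, protected from light; medium: Bis-Tris buffer pH 6.0, 2.5 mM DTT, 0.005% Tween 20; signal: fluorescence, 480/540 nm; dosing: single compound dose of 20 µM, 1% DMSO final; also added: OMFP substrate, 25 µM final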
SUMO1 PPI mod: SUMO1-SIM interaction modulation; P63165; SUMO1 binding to a labelled peptide, TR-FRET, 1 h; inhibition, % at 20 µM; actives 0.33% (n = 360,000); AID 602429; in the data active = inhibition above about 37%
* hit, by the source's call; i = inactive; / = no result given; + = active, no number. Rows are unselected (roughly 3.8% active in at least one column).

SMILES	Rpn11 block	CSN inh	STEP inh	SUMO1 PPI mod	LMPTP inh	NadD block	Neddylation inh	DNMT1 inh	Scp1 inh	Rin1-Abl PPI inh
COc1cc(C(=O)NCC2CCCO2)ccc1OCc1ccc(Cl)cc1 (stereo not drawn)	i	1	3	3	-0.1	-1	i	-2	-6	-1
COc1ccc(-c2cc(=O)c3ccccc3n2C)cc1	i	4	1	-2	-0.6	0	i	0	-5	3
COC(=O)[C@H](CCSC)NC(=O)Nc1ccc(C)cc1	i	0	-2	1	-1.3	3	i	2	-6	3
O=S1(=O)CCOCCCN1Cc1ccc(Cl)cc1	i	-1	-3	6	-1.6	-7	i	3	-15	1
CC1=C(C(=O)OCC(C)C)C(c2ccsc2)C2=C(CCCC2=O)N1 (stereo not drawn)	i	-1	0	-1	0.4	0	/	1	-8	2
CN(C)CC(C)(C)CNC(=O)c1cc(=O)c2ccccc2o1	i	2	1	-4	-2.2	3	i	39	-18	-1
O=C(CN1C(=O)S/C(=C\C=C\c2ccccc2)C1=O)NC1CCS(=O)(=O)C1 (stereo not drawn)	i	3	0	-25	-0.9	1	i	2	-3	1
COc1ccc(Nc2nc(N(C)c3ccccc3)nc(N)c2[N+](=O)[O-])cc1	i	2	-3	-5	-2.5	0	i	1	-10	-2
CCC(=C/c1sc2ccc3ccccc3c2[n+]1C)/C=C1\Sc2ccc3ccccc3c2N1C	+	11	2	-22	4.3	39*	i	0	0	-7
C=CCNC(=O)Nc1ccc(F)cc1F	i	-3	-2	2	-0.3	3	i	2	-1	1
CC1(C)CC(=O)C2=C(C1)N(CCN1CCOCC1)C1=C(C(=O)CC(C)(C)C1)C2c1ccc(Cl)cc1	i	0	-1	-8	0.6	5	/	-4	-14	-3
CC1CCCC(NC(=O)c2n[nH]c(=O)c3ccccc23)C1C (stereo not drawn)	i	3	-1	1	0.3	-2	i	1	-2	2
N#Cc1ccc(S(=O)(=O)N2CCN(C(=O)[C@@H]3CCCN3C(=O)c3cccs3)CC2)cc1	i	-5	-2	2	-1.4	0	i	3	-6	1
Cc1nn2c(=O)cc(CSc3ccccc3NC(=O)c3ccccc3)nc2s1	i	4	0	14	-0.5	-1	i	-2	-3	-1
CCOc1ccc2[nH]c3c(NCCOC)ncnc3c2c1	i	-1	0	29	-1.2	-6	/	0	-13	0
NCCCC[C@H]1CNC(=O)C(=O)N1CC1CCCCC1	i	-1	-1	-2	-3.4	-7	i	3	1	5
COc1ccc(-c2cc(C(=O)Oc3ccc([N+](=O)[O-])cc3)c3ccccc3n2)cc1	i	5	0	-3	-1.1	4	/	-4	5	2
CCC(C)c1ccccc1NC(=O)c1cccc(-n2cnnn2)c1 (stereo not drawn)	i	0	-3	-2	0.1	7	i	-4	73*	5
Cc1ccc(-c2cc3ccccc3nc2N2CCCC2)cc1	i	4	6	-1	1.4	3	i	-9	0	-2
CCOCCCNC(=O)Cc1ccc(-n2c(CC)nc3cccnc32)cc1	i	-1	-3	0	-1.2	-2	i	-3	-7	-2
O=C(COC(=O)C12CC3CC(CC(Cl)(C3)C1)C2)N1CCCCC1	i	-1	0	5	-2.1	1	i	0	1	1
O=C(c1cc(-c2ccc(Cl)cc2Cl)on1)N1CCCC1	i	1	3	-4	1.7	-2	i	-1	-9	1
O=C(O)CC12CC3CC(C1)CC(n1ncc(NCc4ccccc4)c(Cl)c1=O)(C3)C2	i	-1	1	-13	-0.9	0	i	1	-2	-2
COc1ccc(C)cc1NC(=O)Cn1cnc2sc(C)c(S(=O)(=O)N3CCOCC3)c2c1=O	i	3	-2	1	-1.2	-2	i	1	-11	1
CCC(CC)c1nnc(NC(=O)CCN2C(=O)c3ccccc3C2=O)s1	i	1	-1	-9	-0.6	1	i	0	-6	-3
CCC(C)NC(=O)C1CCC(CNS(=O)(=O)c2cccc3nsnc23)CC1 (stereo not drawn)	i	-3	2	-29	2.1	0	i	1	1	2
CCn1c(SCC(=O)NC2CCCC2)nc2c(c1=O)SCC2	i	-1	-1	-1	0.8	0	i	3	/	-7
COc1ccc(S(=O)(=O)NC(C)C(=O)NCc2ccccn2)cc1Cl (stereo not drawn)	i	2	-1	4	1.0	-2	i	2	-1	-1
CCCC1NC(=O)c2cccnc2-n2c1nc1ccc(Cl)cc1c2=O (stereo not drawn)	i	5	-1	1	-1.1	1	i	8	/	-4
COCCCNC(=O)Cc1ccc(S(=O)(=O)N2CCOCC2)s1	i	1	1	1	-1.4	1	i	-4	-7	0
O=C(Cc1ccc(S(=O)(=O)N2CCOCC2)s1)Nc1ccccc1Br	i	3	12	-10	3.3	-10	i	7	32	-2
CC(=O)N1CCN(c2ccc(S(=O)(=O)N3CCCCC3)cc2[N+](=O)[O-])CC1	i	4	2	-21	0.0	3	i	-4	-15	-5
CCOC(=O)C1=C(O)/C(=C/c2cc(OC)c(O)c(OC)c2)SC1=Nc1ccc(OC)cc1	/	19	2	-16	5.2	-13	i	-6	-6	-1
CCOc1cc(/C=C/C(=O)NCCc2ccc(S(N)(=O)=O)cc2)ccc1OCC(C)C	i	-4	2	-18	3.7	-7	i	5	6	1
O=C(O)C1CCC(CNCc2ccncc2)CC1 (stereo not drawn)	i	-3	2	-2	-0.7	-6	i	1	-12	-2
Cc1cc(=O)oc2ccc(OCc3ccccc3)cc12	i	2	0	1	-1.9	-5	i	2	-2	0

Overlap with the part before: 6 compounds, then new ones.
SMILES	Rpn11 block	CSN inh	STEP inh	SUMO1 PPI mod	LMPTP inh	NadD block	Neddylation inh	DNMT1 inh	Scp1 inh	Rin1-Abl PPI inh
O=C(Cc1ccc(S(=O)(=O)N2CCOCC2)s1)Nc1ccccc1Br	i	3	12	-10	3.3	-10	i	7	32	-2
CC(=O)N1CCN(c2ccc(S(=O)(=O)N3CCCCC3)cc2[N+](=O)[O-])CC1	i	4	2	-21	0.0	3	i	-4	-15	-5
CCOC(=O)C1=C(O)/C(=C/c2cc(OC)c(O)c(OC)c2)SC1=Nc1ccc(OC)cc1	/	19	2	-16	5.2	-13	i	-6	-6	-1
CCOc1cc(/C=C/C(=O)NCCc2ccc(S(N)(=O)=O)cc2)ccc1OCC(C)C	i	-4	2	-18	3.7	-7	i	5	6	1
O=C(O)C1CCC(CNCc2ccncc2)CC1 (stereo not drawn)	i	-3	2	-2	-0.7	-6	i	1	-12	-2
Cc1cc(=O)oc2ccc(OCc3ccccc3)cc12	i	2	0	1	-1.9	-5	i	2	-2	0
COc1ccccc1C(=O)Oc1cc(N)n(S(=O)(=O)c2ccc(C)cc2)n1	i	6	2	5	1.7	5	i	3	-2	0
O=c1oc(C2(O)CCCCC2)cc2ccccc12	i	-3	0	-1	-1.7	-3	i	7	10	-3
COc1ccc(/C=N/Nc2cc(C)nc(N3CCOCC3)n2)cc1OC	i	2	-3	-4	1.0	-4	i	5	-18	-3
Cc1ccc(N(CC(=O)N2CCCCCC2)S(=O)(=O)c2ccccc2)cc1	i	-2	-1	5	0.5	-8	i	-2	-4	2
COc1cccc(C(=O)NNC(=O)c2ccc3ccccc3c2)c1	i	4	0	-29	1.0	3	i	0	-3	-5
CC1CCCC(NC(=O)c2cc(S(=O)(=O)N3CCCCC3)ccc2Cl)C1C (stereo not drawn)	i	3	-2	-3	-0.6	-6	i	-3	-5	0
Cc1cccc(NC2SC(=O)N(CC(=O)O)C2=O)c1 (stereo not drawn)	i	5	-4	0	0.9	0	i	1	-3	-3
Cc1ccc2cccc(N)c2n1	i	8	-5	-4	-0.9	-6	i	-18	-7	3
COc1cccc(CN(C(=O)CN2C(=O)c3ccccc3S2(=O)=O)C(C(=O)NCC2CCCO2)c2ccco2)c1 (stereo not drawn)	i	-3	-2	8	-1.2	-4	i	-2	-3	-1
CCN(CC)S(=O)(=O)c1cc(C(=O)Nc2ccccn2)ccc1C	i	-3	-5	4	-0.8	-1	i	2	-3	3
COc1ccccc1N1CCN(CCCCNC(=O)c2ccc3ccccc3c2)CC1	i	11	-2	-9	-0.9	-3	i	8	-6	-3
CCCN1CCC(NC(=O)CCc2nnc(Cc3cc(OC)ccc3OC)o2)CC1	i	-3	-1	2	1.8	0	i	1	-5	2
COc1ccc(F)cc1CN1CCN(C(=O)CCC(=O)Nc2nnc(CC(C)C)s2)CC1	i	-1	0	8	-0.9	-3	i	1	-4	4
CN(C)c1cccc(C(=O)OCC(=O)c2ccc[nH]2)c1	i	-3	1	1	2.0	7	i	-10	-3	4
COC(=O)[C@]1(C)N[C@H](CN(C)S(=O)(=O)c2ccc(F)cc2)[C@@H]2C(=O)N(C)C(=O)[C@@H]21	i	1	0	6	-1.1	0	i	3	-11	/
Cc1cccc(-c2nnc(SCC(=O)O)n2Cc2ccccc2)c1	i	8	1	-3	-0.5	-4	i	3	-5	-1
COc1ccc(Cc2nc(-c3ccc(Cl)cc3)no2)cc1	i	2	1	2	3.0	2	i	-2	-13	3
CCOC(=O)CCNC(=O)Nc1ccc2nc(C)n(Cc3ccc(Cl)cc3)c(=O)c2c1	i	0	-3	2	0.5	7	i	-2	0	0
COc1ccccc1CN1C[C@@H]2C[C@@H](c3ccc(C)c(C)c3)N3CCC[C@@]23C1=O	i	7	0	-6	1.4	1	i	-2	1	6
CCCCn1c(N)c(N(CCOC)C(=O)c2ccc(S(=O)(=O)N(CC)c3ccccc3)cc2)c(=O)[nH]c1=O	i	0	0	0	-0.5	3	i	3	0	0
CCN1C(=O)CC(C(=O)NCCc2ccc(S(N)(=O)=O)cc2)SC1=Nc1ccc(OC)cc1 (stereo not drawn)	i	-1	0	-1	1.0	-1	i	-2	-6	2
CC(=O)Nc1ccc(OCC(O)CN2CCN(c3ccccc3Cl)CC2)cc1 (stereo not drawn)	i	1	1	3	1.3	-9	i	0	0	1
OCCCc1cn(-c2ccccc2)c2ccccc12	i	0	-2	-1	1.6	-6	i	-6	-12	1
COc1ccc(/C=N/N=C2/NC(=O)CC(C(=O)O)S2)cc1 (stereo not drawn)	i	0	1	-5	-0.7	-8	i	1	-5	-1
CC1(C)C(=O)OC(c2c3ccccc3cc3ccccc23)C(C)(C)C1=O (stereo not drawn)	i	2	0	-13	3.5	-5	i	-2	-14	-1
